Bioassay records (PubChem)
M1 ag: human M1 muscarinic receptor agonism | CHO-K1 hM1, Fluo-8 calcium fluorescence, agonist mode; 0% DMSO, 100% acetylcholine EC100 | activation, % at 3 µM | actives 0.33% (n = 360,000) | AID 588814;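 active means activation above the run's mean compound activation plus 3 SD, cut at about 16% in these data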;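 further: peak over basal fluorescence ratio within a 140 s kinetic read after compound addition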
Target sequence (P11229 whole entry, looked up): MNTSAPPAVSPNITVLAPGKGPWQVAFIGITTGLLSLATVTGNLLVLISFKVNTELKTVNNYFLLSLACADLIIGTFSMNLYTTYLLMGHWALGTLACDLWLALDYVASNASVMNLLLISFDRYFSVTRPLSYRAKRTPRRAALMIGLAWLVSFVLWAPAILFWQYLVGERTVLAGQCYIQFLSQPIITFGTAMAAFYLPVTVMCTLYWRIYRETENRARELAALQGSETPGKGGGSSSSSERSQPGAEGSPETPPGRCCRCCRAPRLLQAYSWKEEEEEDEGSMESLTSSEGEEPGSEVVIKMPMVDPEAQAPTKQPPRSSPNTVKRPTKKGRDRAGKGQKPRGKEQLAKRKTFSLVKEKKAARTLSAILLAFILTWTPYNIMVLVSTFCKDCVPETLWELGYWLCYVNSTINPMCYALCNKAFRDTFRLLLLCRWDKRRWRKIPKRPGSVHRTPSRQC
CHRM5 agonist: CHRM5 agonism in calcium assay. CHO-K1 hM5 cells, Fluo-8 calcium fluorescence; 0% DMSO wells, 100% maximal acetylcholine response. activation, % at 3 µM. actives 0.19% (n = 360,000). P08912;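 active means activation above the run's mean over test compounds plus 3 SD, cut at about 23% in these data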;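 further: signal is peak over basal fluorescence ratio across the kinetic read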
M1 PAM: potentiates human M1 receptor response to acetylcholine; activation, % at 3 µM; actives 0.088% (n = 360,000); P11229; CHO-K1 hM1, Fluo-8 calcium fluorescence, ACh EC20; 0% = ACh EC20, 100% = maximal ACh; in the data active means activation above about 19%, passing the limit was not always enough
CHRM5 PAM: CHRM5 positive allosteric modulation. CHO-K1 hM5, Fluo-8 calcium, ACh EC20 PAM; 0% = ACh EC20, 100% = ACh EC100. activation, % at 3 µM. actives 0.3% (n = 360,000). AID 624038;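 active means activation above the run cutoff, the mean activation of all test compounds plus 3 SD, cut at about 18% in these data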
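System – CHO-K1 hM5 cells · Compound – 3 µM, single dose · Incubation – compound preincubation 140 s before EC20 acetylcholine addition · Technique – Fluo-8 calcium fluorescence · Measure – Max/basal fluorescence ratio as % of EC20–EC100 ACh window · Benchmarks – low control EC20 acetylcholine (0%), high control EC100 acetylcholine (100%) · Replication – singlicate, one well per test compound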
CHRM4 agonist: CHRM4 agonism in calcium assay | CHO-K1 hM4/Gqi5, Fluo-8 calcium fluorescence; vehicle 0%, full acetylcholine response 100% | activation, % at 3 µM | actives 0.14% (n = 360,000) | AID 624127;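 active means activation above the run mean over all test wells plus 3 SD, cut at about 32% in these data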;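 further: peak over basal fluorescence ratio per well then scaled between controls; 0% = DMSO wells and 100% = acetylcholine at EC100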
Target sequence (P08173 whole entry, looked up): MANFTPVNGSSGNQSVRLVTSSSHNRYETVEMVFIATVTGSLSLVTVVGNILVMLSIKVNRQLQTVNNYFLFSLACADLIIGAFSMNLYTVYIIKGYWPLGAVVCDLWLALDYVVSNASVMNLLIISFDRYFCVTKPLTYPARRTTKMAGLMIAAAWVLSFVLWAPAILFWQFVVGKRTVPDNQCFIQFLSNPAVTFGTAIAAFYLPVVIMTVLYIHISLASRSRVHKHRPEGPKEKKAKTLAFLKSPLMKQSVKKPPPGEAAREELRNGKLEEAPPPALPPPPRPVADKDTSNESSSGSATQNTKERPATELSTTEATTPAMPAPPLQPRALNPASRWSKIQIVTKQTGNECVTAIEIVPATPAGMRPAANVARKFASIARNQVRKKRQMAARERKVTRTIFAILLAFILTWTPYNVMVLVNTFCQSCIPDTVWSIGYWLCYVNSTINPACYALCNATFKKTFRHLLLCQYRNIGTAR
M4 antag: blocks acetylcholine activation of human M4 receptor; P08173; CHO-hM4 cells, ACh EC80, Fluo-8 calcium fluorescence; inhibition, % at 3 µM; actives 0.73% (n = 360,000); AID 624125;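 active means inhibition above its plate's cutoff, the mean inhibition of sample wells plus 3 SD, cut at about 27% in these data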;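 further: 0% = acetylcholine EC80 with DMSO and 100% = DMSO without agonist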
TAAR1 ag: human TAAR1 agonism | AID 624467 | activation, % at 3 µM | CHO RD-HGA16 TAAR1, Fluo-8 calcium fluorescence; vehicle wells 0%, saturating PEA agonist 100% | actives 0.99% (n = 360,000) | Q96RJ0;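 active means activation above the mean activation of all test compounds in the run plus 3 SD, cut at about 38% in these data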
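Signal – calcium-sensitive Fluo-8 signal, excitation 470-495, emission 515-575 nm · System – RD-HGA16 (CHO) cells co-expressing Gα16 and hTAAR1 · Incubation – 17-24 h seeding, 75 min 37 °C dye, 30 min RT · Compound dosing – 3 µM single concentration · Repeats – no replicates (n 1)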
M1 antag: human CHRM1 antagonism. P11229. CHO-K1 hM1, Fluo-8 calcium fluorescence, ACh EC80 antagonist. inhibition, % at 3 µM. actives 1.3% (n = 360,000). AID 588852;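 active means percent inhibition above its own plate's cutoff, namely the mean of that plate's compound wells plus 3 SD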;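 further: peak over basal fluorescence ratio during 140 s after agonist addition; 0% = ACh EC80 plus DMSO and 100% = DMSO alone without agonist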
CHRM5 antagonist: CHRM5 antagonism in calcium assay; P08912; CHO-hM5 cells, Fluo-8 calcium fluorescence, ACh EC80; inhibition, % at 3 µM; actives 0.59% (n = 360,000); AID 624040;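 active means inhibition above a per-plate cutoff, the mean of that plate's test compounds plus 3 SD, cut at about 27% in these data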;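 further: 0% = acetylcholine EC80 with DMSO and 100% = DMSO without agonist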
* marks the source's active call; other numbers are inactive results; . = not tested or not shown; & = joins results of further samples. An excerpt; count on the stated rates, not on these rows.

SMILES	M1 ag	CHRM5 agonist	M1 PAM	CHRM5 PAM	CHRM4 agonist	M4 antag	TAAR1 ag	M1 antag	CHRM5 antagonist
O[C@H]1C[C@H](c2ccccc2)N(Cc2cccs2)C[C@@H]1n1cc(-c2ccc(F)cc2)nn1	0	0	3	4	0	-3	5	-7	-12
CC(Sc1nc(C(F)(F)F)nc2ccccc12)C(=O)NC1CCCC1 (stereo unspecified)	-2	1	4	-1	1	-9	6	-9	3
COc1ccc(C(=O)NCCN(C)C)c2nc3ccccc3cc12	-6	-4	8	-15	0	-2	4	-16	12
CCCCNc1c(CC(C)C)nc2nc(C)cc(C)n12	.	1	.	-8	0	3	-1	.	3
COCCCN(C(=S)Nc1ccc(OC)cc1)C(C)c1ccncc1 (stereo unspecified)	-4	-1	4	3	1	-6	2	-6	6
CN(C(=O)c1cccc(NC(=O)Cc2ccc(NC(=O)C3CCCN(C(=O)CCc4ccccc4)C3)cc2)c1)C1CCC1 (stereo unspecified)	-7	-3	4	2	-2	3	3	-1	3
Cc1nc(CC(=O)N2CCN(S(=O)(=O)c3ccccc3C#N)CC2)cs1	-3	-8	1	-1	0	-2	4	0	10
C=CCNc1cc(F)ccc1S(=O)(=O)NCC=C	-6	0	-7	-7	0	8	-1	12	15
COc1ccccc1N1CCN(C2CCCN(C(=O)c3csc(C)n3)C2)CC1 (stereo unspecified)	-3	-3	9	4	1	-3	1	1	-18
COc1ccc(CC(=O)N2CCNC2=O)cc1	-5	-1	8	5	0	3	5	-7	-4
O=C(COc1ccc2ccc(=O)oc2c1)N1CCc2ccccc21	-5	-1	1	7	2	-28	10	2	3
CC(C)CCNC(=O)COc1ccc(N(C)S(=O)(=O)c2ccc(F)cc2)cc1	-5	-2	-3	-3	1	4	7	7	6
CCCCCC(O)(c1ccc(OCC)cc1)C(CN1CCOCC1)c1ccccc1 (stereo unspecified)	-6	-4	0	-2	-1	5	7	-4	3
COc1ccc([N+](=O)[O-])cc1NC(=O)C(C)OC(=O)C1CCC1 (stereo unspecified)	-4	-1	17	3	-1	-4	-1	-18	-2
Cc1nc(SCC(=O)NC(C)(C)C)c2c(-c3cccs3)csc2n1	-10	-3	7	-10	0	-12	3	-10	14
Cc1cc(C)c(S(C)(=O)=O)c(Oc2cccc(Cl)c2)n1	-5	-6	-3	0	-1	10	-3	6	19
O=C(NCCc1ccc(F)cc1)c1ccc([N+](=O)[O-])cc1	-3	-4	10	-1	2	-13	-1	-22	0
CC(C)(C)OC(=O)N(CCc1ccccc1)Cc1cccc(OCc2cccc(NC(=O)C3CCC3)c2)c1	1	1	-2	-5	0	-5	1	6	12
O=C(CN1C(=O)c2ccc([N+](=O)[O-])cc2C1=O)NC1CCCCCC1	6	1	4	-8	1	5	0	-2	18
O=S(=O)(O)c1cccc(N=Nc2c(O)ccc3ccccc23)c1	-4	0	6	5	0	-6	11	-9	-3
O=C(COC(=O)/C=C/c1ccc(Cl)cc1Cl)Nc1ccc2c(c1)OCCO2	-5	0	4	0	0	3	7	-8	7
CN(Cc1cnccn1)C(=O)CC1C(=O)NCCN1CC(c1ccccc1)c1ccccc1 (stereo unspecified)	-1	5	4	14	2	-3	11	-2	7
O=C(CCCCCNC(=O)c1ccccc1)N/N=C/c1ccccc1O	-6	0	-3	-4	1	4	7	-2	8
Cc1ccc(-c2nc3ccccc3o2)cc1NC(=S)NC(=O)c1cc2ccccc2o1	-7	2	3	0	0	6	1	2	-10
Cn1c(=O)nc2n(Cc3ccccc3)c3ccccc3cc-2c1=O	-12	-5	8	3	0	2	1	-8	0
Cc1nc(SCC(=O)Nc2ccc3c(c2)OCCO3)c2oc3ccccc3c2n1	-3	3	8	0	1	-3	5	-9	2
COc1ccccc1NC(=S)NC1CCCCCC1	-6	-6	6	-1	-1	-6	2	-3	-5
Cc1cc(Br)ccc1NC(=O)CNC(=O)c1cnn(C)c1	-4	0	4	-8	1	-10	4	-5	6
COc1ccc(CC2(CO)CCN(C(C)Cc3ccc(Cl)cc3)CC2)cc1 (stereo unspecified)	-15	-3	-7	-2	5	13	14	2	3
CC(C)c1c(C(=O)N/N=C/c2ccco2)nnn1-c1nonc1N	10	11	-3	-6	1	1	43*	7	5
Cc1ccc(NS(=O)(=O)c2cccc3cccnc23)cc1Cl	-1	-6	4	-2	1	-8	10	1	5
O=C(/C=C/c1cccs1)N1CCC2(CC1)Oc1ccc(Cl)cc1C(=O)C21CC(c2cccnc2)=NO1 (stereo unspecified)	-4	2	-3	-29	18	19	20	11	23
CC(C(=O)Nc1cccc([N+](=O)[O-])c1)N(c1ccccc1)S(C)(=O)=O (stereo unspecified)	-5	-1	-4	-2	2	-15	7	0	-4
CCn1c(SCC(=O)c2ccc(F)cc2)nnc1-c1ccoc1C	-2	-1	2	-2	0	-2	7	-6	-4
CC(C)(C)OC(=O)N1CCN(C(=O)Cn2cc(CCO)nn2)CC1	-7	0	-7	-4	8	-2	6	15	14
CCNc1nc(NC(C)C)nc(SCCOc2ccc(C)cc2)n1	-4	-6	-3	-6	1	-6	6	-30	1
CN1CCN(S(=O)(=O)c2cccc(S(=O)(=O)c3ccc(Cl)cc3)c2)CC1	-1	4	4	0	2	-10	19	8	2
Cc1cc(-c2ccc(C(C)C)c(S(=O)(=O)N3CCC(C)CC3)c2)on1	-3	-1	-4	-3	1	-9	0	12	-6
Brc1ccccc1-n1nnc(-c2cnc3ccccc3c2)n1	-10	-6	-8	-3	0	-5	11	4	12
CC(=O)CSc1nnc(CN2C(=O)CSc3ccc(C(F)(F)F)cc32)n1C	-3	0	2	-14	8	0	8	-1	17
Cc1ccc(C2=NS(=O)(=O)N(C)C(C(=O)Nc3cc(C)n(CC(=O)N4CCCCC4)n3)=C2)cc1	-4	-1	6	-1	1	0	2	-5	-2
CC(=O)N(Cc1cc(=O)[nH]c2ccccc12)c1ccccc1C	-7	-3	-1	-2	1	-10	1	2	9
O=C(CCn1c(=S)[nH]c2ccccc2c1=O)N1CCCCC1	-4	-3	0	-7	0	17	3	8	22
CSc1nc2nc(-c3cccc(C(F)(F)F)c3)ccn2n1	-3	0	9	4	1	-2	6	-3	9
CC(C)(C)c1ccccc1OCC(O)CN1CCN(c2ccccn2)CC1 (stereo unspecified)	-2	-6	-1	-6	2	5	5	-2	17
O=c1[nH][nH]c2c1[C@H](c1ccc(Cl)cc1)O[C@H](C1CC1)C2	.	1	.	-4	1	-17	6	.	0
CCc1nc2c(c(SC)nn2-c2ccccc2)c(N)c1C(=O)OC	0	-1	9	1	0	4	6	-12	3
CC(C)NC(=O)CC(=O)N/N=C/c1ccc(F)cc1	-2	2	3	7	1	3	8	-3	-4
COc1cc(/C=C/C(=O)O)cc(S(=O)(=O)Nc2ccc3c(c2)CCC3)c1OC	2	-3	11	10	1	-3	-1	-2	3
O=C(Oc1coc(CSc2nnc(NC(=O)C3CC3)s2)cc1=O)c1ccccc1	-7	-3	-4	-1	1	1	-2	-2	2

Later entries.
SMILES	M1 ag	CHRM5 agonist	M1 PAM	CHRM5 PAM	CHRM4 agonist	M4 antag	TAAR1 ag	M1 antag	CHRM5 antagonist
Cc1ccc2nc(SCC(=O)Nc3ccc(Cl)cc3)nc(=O)n2c1	-1	-1	11	2	1	-2	12	-12	-3
CCCn1nnc(NC(=O)COc2ccc(CC)cc2)n1	-4	-4	3	4	0	-2	13	1	-6
CCOC(=O)c1c(C)oc2c1c(CN1CCN(CCO)CC1)c(O)c1ccccc12	-2	6	-5	1	8	0	4	12	8
CN(Cc1nc(-c2ccc(C(F)(F)F)cc2)no1)C1CCOCC1	-3	0	3	-2	1	-8	2	-3	0
O=C(NN=Cc1ccccc1Cl)c1ccccc1	-4	-1	3	2	1	-7	0	-12	0
O=C(Cc1n[nH]c(=O)c2ccccc12)Nc1ccc(-c2nnc3n2CCCCC3)cc1	-4	1	4	7	0	-4	10	-8	-2
CC(=O)N/C(N)=N/c1nc(=O)c2ccccc2s1	-3	0	1	-1	1	1	1	-3	10
O=C(COC(=O)c1ccc(F)c(S(=O)(=O)N2CCOCC2)c1)NCc1ccccc1	-1	2	1	13	2	-5	1	-4	-1
O=C1C2CC=CCC2C(=O)N1CNc1ccccc1 (stereo unspecified)	-3	1	7	0	0	-1	0	-5	-5
O=C1[C@H]2[C@@H](/C=C/c3ccccc3)N3C(=O)CN(CC4CC4)C(=O)[C@@]3(Cc3ccccc3)[C@H]2C(=O)N1c1ccccc1	-3	5	-1	-1	4	-2	6	-7	9

3 compounds already listed, arranged by molar mass, smallest number first:
SMILES	M1 ag	CHRM5 agonist	M1 PAM	CHRM5 PAM	CHRM4 agonist	M4 antag	TAAR1 ag	M1 antag	CHRM5 antagonist
CCCn1nnc(NC(=O)COc2ccc(CC)cc2)n1	-4	-4	3	4	0	-2	13	1	-6
CCOC(=O)c1c(C)oc2c1c(CN1CCN(CCO)CC1)c(O)c1ccccc12	-2	6	-5	1	8	0	4	12	8
O=C1[C@H]2[C@@H](/C=C/c3ccccc3)N3C(=O)CN(CC4CC4)C(=O)[C@@]3(Cc3ccccc3)[C@H]2C(=O)N1c1ccccc1	-3	5	-1	-1	4	-2	6	-7	9

(list continues)
SMILES	M1 ag	CHRM5 agonist	M1 PAM	CHRM5 PAM	CHRM4 agonist	M4 antag	TAAR1 ag	M1 antag	CHRM5 antagonist
COc1ccc(NC(=O)CCN2CCCC(C)C2)cc1 (stereo unspecified)	-6	-2	6	7	0	0	6	-33	0
CCOC(=O)C1CCN(c2c(NCCCN(CC)Cc3ccccc3)c(=O)c2=O)CC1	-8	-8	-3	-10	0	7	10	2	11
O=C(CN1CCN(c2ccccc2O)CC1)Nc1ccc(S(=O)(=O)N2CCCCCC2)cc1	3	5	17	-6	3	-6	9	-12	13
O=c1[nH]nc(Br)c(=O)n1C(c1ccccc1)c1ccccc1	19*	0	-13	-14	6	1	71*	8	9
CC1CCCCN1CC(=O)Nc1cc(S(=O)(=O)N2CCOCC2)ccc1N1CCCC1 (stereo unspecified)	-5	-15	5	6	1	-9	3	-7	-1
Cc1ccc(NC(=O)C2CCN(S(=O)(=O)c3cccs3)CC2)cc1C	-1	4	0	-3	2	3	.	4	2
CCCn1c(N)c(C(=O)CN2CCN(S(=O)(=O)c3cccc(Cl)c3)CC2)c(=O)[nH]c1=O	-9	-10	-1	6	3	-17	7	0	1
Cc1nc(SCC(=O)NC2CCS(=O)(=O)C2)c2c3c(sc2n1)CCCC3 (stereo unspecified)	-1	3	-11	-4	1	1	-1	26*	11
NNC(=O)CSc1nnc(-c2ccccc2)n1-c1ccccc1	-4	-4	-1	-1	-1	-7	-1	2	-4
CCN=c1sc(C(=O)OC)cc(=O)n1CC	-1	2	10	2	0	1	0	-9	1
CC1Nc2ncnc(N3CCc4ccccc4C3)c2N(Cc2ccc(Br)cc2)C1=O (stereo unspecified)	-5&-10	5&4	-5&-22	0&-2	2&3	3&5	83*	-5&25	10&1

M1 antag: entries above that show a hit.
| Molecule | M1 ag | CHRM5 agonist | M1 PAM | CHRM5 PAM | CHRM4 agonist | M4 antag | M1 antag | CHRM5 antagonist |
| --- | --- | --- | --- | --- | --- | --- | --- | --- |
| Cc1nc(SCC(=O)NC2CCS(=O)(=O)C2)c2c3c(sc2n1)CCCC3 (stereo unspecified) | -1 | 3 | -11 | -4 | 1 | 1 | 26* | 11 |
